From PubChem BioAssay
MBD2 DNA inh = inhibitors of human MBD2 binding to methylated oligonucleotide; Q9UBB5; TR-FRET; inhibition, % at 4.4 µM; actives 0.31% (n = 370,000); in the data active = inhibition above about 13%
mABHD4 FP = ABHD4 (mouse) inhibition, primary FP screen; Q8VD66; purified mABHD4, FP-Rh probe fluorescence polarization; inhibition, % at 8.92 µM; actives 0.54% (n = 370,000);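 active = inhibition exceeding the mean over every tested compound plus 3 SD, cut at about 30% in these data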;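 also: 0% = plate median of compound wells and 100% = S159A mutant with DMSO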
Target sequence (Q8VD66 whole entry, looked up): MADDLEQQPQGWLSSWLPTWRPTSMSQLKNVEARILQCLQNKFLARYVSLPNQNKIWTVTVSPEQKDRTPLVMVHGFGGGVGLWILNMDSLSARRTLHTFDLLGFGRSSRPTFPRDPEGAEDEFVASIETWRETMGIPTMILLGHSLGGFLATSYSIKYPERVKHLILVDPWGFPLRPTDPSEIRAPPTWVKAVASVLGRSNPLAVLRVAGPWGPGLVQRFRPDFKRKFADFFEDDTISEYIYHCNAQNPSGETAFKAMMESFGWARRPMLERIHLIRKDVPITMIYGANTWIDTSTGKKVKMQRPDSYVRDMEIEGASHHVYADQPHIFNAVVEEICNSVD
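Doses – 8.92 µM, single dose · Material – wild-type mouse ABHD4 protein · Replication – single well per compound (singlicate) · Measure – percent inhibition of probe binding, normalized to plate controls · Schedule – 45 min compound pre-incubation plus 60 min probe step, 25 °C · Detection – fluorescence polarization with parallel and perpendicular emission, 525/598 nm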
LEDGF integ inh = blocks HIV-1 LEDGF/p75-dependent DNA integration. TR-FRET IN-LEDGF/p75 DNA integration, Eu/Cy5. AID 743269. inhibition, % at 3.7 µM. actives 0.64% (n = 370,000);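 active = inhibition above the screen-wide mean plus 3 SD, cut at about 13% in these data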;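 also: signal is the Cy5 over europium emission ratio at 671 and 618 nm; 0% = plate median of compound wells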
GC-B act = GC-B (human) receptor activation; P20594; HEK293-GC-B cells, CNP EC30, cGMP TR-FRET; 0% at EC30 CNP, 100% saturating CNP; activation, % at 10 µM; actives 0.11% (n = 370,000);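 active = activation at 10 µM reaching about 35% in either raw or pattern-adjusted values, limit read from the data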
TCR-CD3 inh = inhibitors of human TCR-CD3 interaction; TAMRA-labeled TCR probe fluorescence, biochemical; AID 651800; actives 0.37% (n = 360,000); inhibition, % at 9.4 µM; in the data active = inhibition above about 19%;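 also: recombinant mutant TCR 2C K166C tagged with TAMRA read by polarization; 0% = receptor in buffer alone and 100% = receptor with positive control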
HTRA1 inhibitor = blocks human HTRA1 serine peptidase | Q92743 | recombinant HTRA1, FP-rhodamine activity-based probe, fluorescence polarization | inhibition, % at 5.96 µM | actives 0.5% (n = 340,000); in the data active = inhibition above about 36%;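 also: 0% = enzyme with DMSO and 100% = wells lacking enzyme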
rCAG binder = binds r(CAG) RNA repeats | r(CAG) RNA repeat, TO-PRO-1 dye displacement fluorescence | actives 1.3% (n = 370,000) | inhibition, % at 3 µM;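 active = inhibition above the plate cutoff, the mean of all test compounds on that plate plus 3 SD, cut at about 35% in these data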;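 also: 0% = DMSO alone and 100% = 100 µM mitoxantrone as full dye displacement; higher means more dye released from RNA so lower well fluorescence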
PRMT1 FP inh = blocks human protein arginine methyltransferase 1 | Q99873 | recombinant PRMT1, activity-based probe fluorescence polarization | inhibition, % at 2.79 µM | actives 1.3% (n = 370,000) | AID 652257;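 active = inhibition above about 21% made by adding two undisclosed values, limit read from the data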
TDP2 inh = blocks human TDP2 phosphodiesterase activity. O95551. recombinant TDP2, T5PNP hydrolysis, p-nitrophenol absorbance 415 nm. inhibition, % at 12.8 µM. actives 0.34% (n = 370,000). AID 720702;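 active = inhibition above the mean of all tested compounds plus 3 SD, set per campaign, cut at about 25% in these data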;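 also: 0% = DMSO with enzyme and 100% = buffer with substrate but no TDP2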
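Incubation: 2 h at 37 °C; Test system: recombinant human TDP2; Quantity: enzyme 120 nM; Read-out basis: percent inhibition; Medium: 50 mM Tris-HCl pH 7.5 with Mg2+, KCl, DTT, BSA; Repeats: single replicate; Compound: 12.8 µM single point, 1% DMSO; Signal: epi absorbance; Reagent: 5 mM T5PNP chromogenic substrate; Benchmarks: no-enzyme high, DMSO-plus-enzyme low.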
SIAE primary = inhibitors of human sialic acid acetylesterase SIAE; Q9HAT2; SIAE FP-Rh probe binding, fluorescence polarization; inhibition, % at 9.66 µM; actives 0.69% (n = 370,000);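 active = inhibition above a cutoff: mean of compounds within the control limits plus 3 SD of those, cut at about 17% in these data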;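 also: 0% = plate median of compound wells and 100% = probe without SIAE protein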
Target sequence (Q9HAT2 whole entry, looked up): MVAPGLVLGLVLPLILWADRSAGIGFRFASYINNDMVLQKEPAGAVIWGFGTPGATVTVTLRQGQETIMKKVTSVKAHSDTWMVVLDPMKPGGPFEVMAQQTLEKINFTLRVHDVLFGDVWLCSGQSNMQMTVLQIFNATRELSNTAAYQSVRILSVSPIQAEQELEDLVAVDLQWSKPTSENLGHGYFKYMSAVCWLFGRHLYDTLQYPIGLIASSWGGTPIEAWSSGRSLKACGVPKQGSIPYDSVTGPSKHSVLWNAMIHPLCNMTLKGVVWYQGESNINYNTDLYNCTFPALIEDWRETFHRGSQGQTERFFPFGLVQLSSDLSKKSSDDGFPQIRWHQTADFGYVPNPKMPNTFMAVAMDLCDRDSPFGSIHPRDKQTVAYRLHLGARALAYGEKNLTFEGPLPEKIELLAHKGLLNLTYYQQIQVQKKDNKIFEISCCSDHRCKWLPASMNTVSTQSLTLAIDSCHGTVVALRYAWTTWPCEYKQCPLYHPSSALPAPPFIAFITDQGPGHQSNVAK
* marks the source's active call; other numbers are inactive results; nt = no result given.

item	canonical_smiles	MBD2 DNA inh	mABHD4 FP	LEDGF integ inh	GC-B act	TCR-CD3 inh	HTRA1 inhibitor	rCAG binder	PRMT1 FP inh	TDP2 inh	SIAE primary
1	O=C1CN(C(=O)CNCc2ccccc2)c2ccccc2N1	-6	0	6	-4	-3	2	2	-4	-13	-2
2	Cc1cccc(C(=O)Nc2sc(C)c(-c3ccccc3)c2C#N)c1	1	-32	1	6	-5	-47	5	0	2	-12
3	COc1ccc(NC(=O)C2CCN(S(=O)(=O)c3c(C)noc3/C=C/N(C)C)CC2)cc1	-2	-16	5	-1	-6	-38	30	2	-4	12
4	CCN1CCN(c2cc(C)c3cc(NC(=S)N4CCCC4)ccc3n2)CC1	4	-7	3	2	2	5	-3	-2	12	10
5	CC12COC3(C(=O)Nc4ccc(Cl)cc4)CC1CCC32C (stereo unspecified)	1	2	3	-3	13	-4	-2	3	-13	-7
6	O=C(CSc1nnc(-c2ccccn2)o1)Nc1ccc(F)cc1	7	-2	-3	-8	-5	4	-3	-1	-2	4
7	CN(CC(=O)NCc1ccncc1)S(=O)(=O)c1ccc(Cl)cc1	-3	0	-2	nt	7	1	-1	-1	3	-2
8	COc1ccc(N(CC(=O)Nc2ccc3c(c2)OCO3)S(C)(=O)=O)c(OC)c1	0	9	1	-8	11	-7	1	1	-3	-2
9	Cc1ccc(Cn2c(C(C)Nc3nc(-c4ccc(F)cc4)cs3)nc3cc(C(=O)NCCCO)ccc32)cc1 (stereo unspecified)	2	-6	3	23	-3	-18	12	1	-4	5
10	CCCCOc1ccc(NC(=O)C2CC=CCC2C(=O)O)cc1 (stereo unspecified)	0	-6	-7	-4	5	-1	0	3	-15	-2
11	COc1ccc(NC(=O)COC(=O)CCNC(=O)c2ccco2)cc1Cl	-3	6	-3	-3	0	1	1	10	6	3
12	CN(C)C1=NC[C@H](Cc2ccccc2)N1CCCC1CCCC1	12	-6	3	-17	-8	1	4	3	-9	2
13	COc1cccc(/C=C/C(=O)NNC(=O)c2ccncc2)c1	2	1	-1	1	-3	1	-2	2	-4	-9
14	Cc1ccc2[nH]c(=O)c(NC(N)=S)nc2c1	-9	4	-1	4	0	1	2	4	-5	5
15	Cc1cc(C)cc(OCc2nnc(N)s2)c1	1	1	-6	2	-3	7	-1	3	3	-4
16	CCCc1nc(SCC(=O)Nc2ccccc2)c2c(=O)n(C)c(=O)n(C)c2n1	3	1	1	2	-10	0	0	4	-4	-3
17	CCOC(CCNC(=O)c1cc2c(=O)[nH]c3ccccc3c2s1)OCC	7	-9	2	2	-4	6	2	10	-1	-12
18	FC(F)(F)C(F)(F)C(F)(F)c1nc2nc(Cl)c(Cl)nc2[nH]1	-1	-20	6	-2	-9	4	1	1	-6	-4
19	Cc1cc(N2CCC(C)CC2)nc2ccccc12	-5	4	2	-10	nt	nt	nt	5	5	-1
20	COc1ccc(S(=O)(=O)N(C)C)cc1NC(=O)CCNC(=O)c1ccccc1OC	0	-1	1	10	1	-2	-2	-1	7	3
21	CCCS(=O)(=O)c1c(S(=O)(=O)CCC)c2cc(CC)ccn2c1C(=O)OC	0	7	-3	-12	-6	0	-6	0	-4	-2
22	COc1cc(/C=N/NC(N)=O)cc(Br)c1OCc1ccccc1C	-6	0	0	5	0	-13	5	-3	-4	2
23	COc1ccc(N=C2SC(CC(=O)Nc3ccccc3OC)C(=O)N2Cc2ccco2)cc1 (stereo unspecified)	2	-20	-2	1	4	-32	6	7	10	-9
24	Cc1cc(NC(=O)CSc2nc3ccc(Cl)cc3[nH]2)no1	4	2	2	-3	-6	-27	0	1	-7	-5
25	COc1ccc(C(=O)C2CCCN(C(=O)c3cnsn3)C2)c(C)c1 (stereo unspecified)	-2	4	-2	0	1	-6	-3	0	7	-5
26	O=C(OCC(=O)N1CCN(c2ccccc2)CC1)c1cc(Br)ccc1Cl	3	-5	-3	-2	-10	-6	-6	7	-1	-3
27	CCOC(=O)c1[nH]ncc1CN1CCCC(C(=O)c2cc(Cl)ccc2OC)C1 (stereo unspecified)	1	5	-2	-4	0	1	-4	1	3	3
28	C[C@@]12CCC3[C@@](CCC4[C@@]3(C)CCC[C@@]4(C)C(=O)Nc3ccc(Cl)cc3)(CC1=O)C2 (stereo partly specified)	3	-10	2	-5	1	-38	4	0	3	-7
29	CC(C)(CO)NCC(O)COc1ccc2c(c1)CCC2 (stereo unspecified)	0	2	2	-3	6	3	1	-6	-4	-3
30	CC(=O)Nc1ccc(NC(=O)C(C)OC(=O)CN(C)S(=O)(=O)c2ccc(Cl)cc2)cc1 (stereo unspecified)	4	-1	-1	-2	-2	1	-3	-1	7	2
31	CCC(c1nnnn1-c1ccc2c(c1)OCCO2)N1CCN(c2ccccc2OC)CC1 (stereo unspecified)	-1	1	-6	2	-5	nt	2	4	-13	9
32	O=c1c2ccccc2cnn1Cc1n[nH]c(=S)n1C1CC2CCC1C2 (stereo unspecified)	5	-9	-5	4	4	-2	-1	4	3	1
33	Cc1ccc(S(=O)(=O)NN2CCCCCC2)cc1	2	0	3	-1	-5	2	1	2	-7	0
34	O=C(COC(=O)C1=COCCO1)NC1CCCCCCC1	1	3	1	1	-10	-1	-5	-5	17	3
35	CCc1ccc(C(C)(O)C(CN2CCOCC2)c2ccccc2)cc1 (stereo unspecified)	0	-1	-1	-22	5	6	-7	2	14	-6
36	O=C1C(=Cc2ccco2)CCCC1=Cc1ccco1	15*	-1	61*	-2	11	22	22	29*	-2	4
37	O=C(NC1CCCCCC1)c1ccc(CS(=O)(=O)Cc2ccc(F)cc2)o1	4	0	-3	3	0	-3	-7	4	4	0
38	O=C1CCC(c2ccc(-n3ccnc3)cc2)=NN1	-1	1	2	-1	6	6	2	3	-1	-4
39	O=C(CCN1C(=O)/C(=C/c2ccc(Cl)cc2)SC1=S)NCCCn1ccnc1	-4	-30	2	-2	23*	-6	2	11	6	0
40	COc1ccc(S(=O)(=O)N2CCC(C(=O)NCCc3ccccc3)CC2)cc1OC	-2	-3	-1	2	3	5	6	-1	0	2

2 records picked at random from those above, as already listed:
item	canonical_smiles	MBD2 DNA inh	mABHD4 FP	LEDGF integ inh	GC-B act	TCR-CD3 inh	HTRA1 inhibitor	rCAG binder	PRMT1 FP inh	TDP2 inh	SIAE primary
37	O=C(NC1CCCCCC1)c1ccc(CS(=O)(=O)Cc2ccc(F)cc2)o1	4	0	-3	3	0	-3	-7	4	4	0
1	O=C1CN(C(=O)CNCc2ccccc2)c2ccccc2N1	-6	0	6	-4	-3	2	2	-4	-13	-2

(listing goes on)
item	canonical_smiles	MBD2 DNA inh	mABHD4 FP	LEDGF integ inh	GC-B act	TCR-CD3 inh	HTRA1 inhibitor	rCAG binder	PRMT1 FP inh	TDP2 inh	SIAE primary
41	O=C(NCC(=O)N1CCCCCC1)c1ccc(Cl)cc1	-1	2	1	3	6	-5	-1	-2	2	-1
42	Cc1nc(-c2ccc(F)cc2)c(CC(=O)N2CCN(S(=O)(=O)c3cccc(Cl)c3)CC2)s1	-7	-1	2	-5	-3	-11	-3	0	7	2
43	CSCCC(NC(=O)COc1ccccc1)C(=O)NCC1COc2ccccc2O1 (stereo unspecified)	-2	6	2	-2	2	-2	-6	3	11	7
44	CC(C)N(C(=O)Cn1cc(S(=O)(=O)CC(=O)NCCc2ccccc2)c2ccccc21)C(C)C	-2	-2	-1	5	-2	-4	-1	0	-3	-11
45	O=C(O)c1ccc(CSCc2ccccc2F)o1	2	7	1	-6	0	6	4	-2	16	0
46	O=C(COC(=O)c1ccccc1Br)NC1CCCCCCC1	2	1	0	-5	8	-6	0	1	-7	-4
47	Cc1cc(/C([O-])=C(/C(=S)Nc2ccccc2)[n+]2ccccc2)c(C)n1-c1ccccc1	-4	7	0	0	-2	20	0	1	1	4
48	COc1cc(F)ccc1-c1csc(C(O)c2ccc(F)c(F)c2)n1 (stereo unspecified)	-5	-20	1	-8	1	nt	2	0	0	-12
49	CC(C)C(=O)Oc1ccc(CO)cc1[C@H](CCN(C(C)C)C(C)C)c1ccccc1	-1	1	6	-15	nt	nt	0	-2	-6	6
50	C=CCN1CC2CC3(COc4cc(C)cc(C)c4)C=CC2(O3)C1=O (stereo unspecified)	4	-1	-4	5	2	5	-3	6	1	0
51	O=C(NC1=NC2CCCCC2N1)c1ccccc1 (stereo unspecified)	0	1	-3	-1	4	9	-2	0	9	0
52	CCC(C)(C)NC(=O)c1cc([N+](=O)[O-])ccc1N1CCOCC1	0	-7	-3	2	9	3	4	2	6	-4
53	COc1ccc(CNS(=O)(=O)c2ccc3c(c2)CCN3C(=O)C2CCC2)cc1	-8	0	-4	-1	11	-8	-6	-2	-1	0
54	COc1ccc2[nH]c(=O)c(CN(Cc3cccs3)Cc3nnnn3C(C)(C)C)cc2c1	2	0	-2	-9	-2	-11	-6	1	-4	4
55	CCCCCOC(=O)Cn1c(SCC(=O)Nc2ccccc2)nc2c1c(=O)[nH]c(=O)n2C	5	1	-4	-14	4	-2	2	0	12	6
56	COc1ccc(-n2nc([N+](=O)[O-])c(=NCCc3ccc(Cl)cc3)n2O)cc1	-3	2	-3	-5	-3	1	-5	-2	-11	2
57	Cc1onc(-c2ccccc2)c1C(=O)Nc1ccc(S(=O)(=O)N2CCCC2)cc1	1	-9	3	2	-3	-4	0	-2	-1	0
58	COc1ccc(-c2nnc(SCc3ncc(-c4ccccc4)o3)o2)cc1	-4	-8	1	-11	3	-4	-10	-2	0	-4
59	CCC1Oc2ccccc2N(CC(=O)NCCCN2CCN(Cc3ccccc3)CC2)C1=O (stereo unspecified)	-2	3	2	1	3	-5	-8	-4	3	1
60	COC(=O)c1cc(C(=O)CSc2nc(C)cc(C)n2)ccc1O	-4	7	0	6	1	5	2	0	7	2
61	C/C(N)=C(/C#N)C(=O)COC(=O)C1=NN(c2ccccc2)C(=O)CC1	1	1	-4	2	9	9	0	0	1	0
62	OC(c1ccccc1)c1ncc(-c2ccc(C(F)(F)F)cc2)[nH]1 (stereo unspecified)	1	-4	2	2	0	nt	4	-1	4	-8
63	CC(C)c1ccc(NS(=O)(=O)c2ccc3c(c2)oc(=O)n3C)cc1	0	0	3	0	-2	-7	3	-1	-2	-9
64	NS(=O)(=O)c1ccc(N/N=C/c2ccc(O)cc2O)c([N+](=O)[O-])c1	-1	18	-4	-5	-1	16	16	9	-20	6
65	CCCCNC(=O)CSc1nnc(NC(C)=O)s1	-6	3	0	3	7	0	2	-3	-2	0
66	CCCC(=O)Nc1nc(C)c(-c2csc(Nc3ccccc3C)n2)s1	2	-10	0	-1	-23	3	21	8	3	-14
67	C=CC[C@@H](CC(=O)N[C@@H](CO)Cc1ccccc1)C(=O)N[C@H](COC(=O)[C@H](CC=C)CC(=O)OC(C)(C)C)Cc1ccccc1	3	4	1	-3	9	-5	-4	1	2	0
68	COc1cc(/C=N/Nc2cccc3cccnc23)cc(OC)c1O	-9	32*	-1	-11	5	15	14	8	1	-2
69	CC(C)(C)c1[nH]nc2c1C(c1ccsc1)C(C#N)=C(N)O2 (stereo unspecified)	-3	-6	2	0	-2	4	-1	-2	-1	-1
70	O=C(COC(=O)c1cncc(Br)c1)NCc1cccs1	1	-1	-6	0	-8	-3	4	4	-1	2

These rows are one share of the data, so the mix of outcomes need not match the whole.
